Compound activity: PubChem BioAssay, several laboratories
Mtb RmlCD inh = M. tuberculosis RmlC/RmlD coupled enzyme inhibitors, primary screen, biochemical, compound mixtures, 384-well, from 1536-well plates; RmlC+RmlD coupled enzyme assay, percent inhibition; primary screen in compound mixtures; inhibition, % at 3.6 µM; 160,000 compounds, 0.03% hits; in the data active = inhibition mostly above about 34%, no sharp cut-off; also: some results filed as inactive read as strong as hits
Target sequence (P9WH09 whole entry, looked up): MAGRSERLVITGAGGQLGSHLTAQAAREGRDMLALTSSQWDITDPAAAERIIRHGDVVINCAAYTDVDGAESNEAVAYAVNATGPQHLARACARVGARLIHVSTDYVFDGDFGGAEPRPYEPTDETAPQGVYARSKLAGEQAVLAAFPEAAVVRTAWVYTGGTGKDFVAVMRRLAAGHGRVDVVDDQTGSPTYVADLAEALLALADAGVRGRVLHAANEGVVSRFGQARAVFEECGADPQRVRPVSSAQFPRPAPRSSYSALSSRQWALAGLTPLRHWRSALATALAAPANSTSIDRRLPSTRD
Target sequence (P9WH11 whole entry, looked up): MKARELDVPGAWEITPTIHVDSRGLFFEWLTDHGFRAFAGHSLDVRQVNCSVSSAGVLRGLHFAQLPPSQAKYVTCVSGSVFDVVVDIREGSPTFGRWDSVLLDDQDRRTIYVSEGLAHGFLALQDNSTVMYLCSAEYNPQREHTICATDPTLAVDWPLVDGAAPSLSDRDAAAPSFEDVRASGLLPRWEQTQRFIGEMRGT
GlmU inhibition = inhibition of mycobacterial GlmU enzyme – biochemical, glucosamine-1-phosphate acetyltransferase (AID 1376) | inhibition, %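 (tested at 30 µM in the primary screen)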, or IC50 in µM where a hit was titrated | Bifunctional protein GlmU (Mycobacterium tuberculosis (strain ATCC 25618 / H37Rv)) | 220,000 compounds, 0.25% hits | M. tuberculosis GlmU acetyltransferase enzyme assay; higher % means a stronger effect; in the data active = inhibition above about 13%;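 also: 0% = complete reaction with vehicle and 100% = reaction without substrate; strong numbers were not always called active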
Starred values were filed as active, the others as inactive; . = no result given. Only part of the results is shown (hit frequency here may not be typical).

canonical_smiles | Mtb RmlCD inh | GlmU inhibition
CCOC(=O)N1CCN(S(=O)(=O)c2ccc(C(=O)Nc3nnc(CC)o3)cc2)CC1 | 2.0 | 3.7%
CCOc1ccccc1C(=O)n1nc2nc(C)cc(C)c2c1N | . | -0.5%
CCOC(=O)c1sc(NCCNc2nc(C)c(C(=O)OCC)s2)nc1C | . | -2.8%
Cc1cccc(Oc2sc(C(=O)c3ccccc3)c(N)c2C#N)c1C | -23.7 | .
Cc1ccc(C(=O)CNc2ccc(F)cc2)cc1 | -4.1 | -3.2%
CC(C)[C@H](N)c1nnc(SC/C=C/c2ccccc2)o1 | . | 0.7%
CN(C)S(=O)(=O)N1CCC(Oc2ccc(C(=O)NCc3cnn(C)c3)cc2)CC1 | 7.8 | 1.9%
O=C(O)c1ccc(N/N=C/c2cccc(F)c2)cc1 | 4.5 | 1.7%
Cc1ccc(-c2nnc(SCC(=O)NC3CC3)n2N)cc1 | . | 10.8%
Clc1ccc(Cn2nc(-c3ccccc3)nc2-c2ccccc2)cc1 | 1.9 | 7.1%
COc1ccc(N2CC(C(=O)NCc3cccnc3)CC2=O)cc1 (stereo not drawn) | -8.2 | -1.1%
Cc1ccc(-c2nc(C)sc2CC(=O)O)cc1 | . | -3.1%
COc1ccc(-c2csc(C3=C(O)CN(CCCN4CCCC4=O)C3=N)n2)cc1OC | . | 0.9%
CN(c1ccc(C(=O)Nc2ccccc2C(=O)N2CCOCC2)cc1)S(C)(=O)=O | . | -7.2%
CCCN1CCN(C(=O)c2cc3c(s2)-c2ccccc2S(=O)(=O)C3)CC1 | 8.3 | 6.4%
Cc1ccc(O)c(C(=O)CC(=O)c2ccccc2Cl)c1 | -6.4 | -6.2%
O=C(CSc1nc2[nH]ncc2c(=O)[nH]1)c1ccc(Cl)cc1 | -5.8 | 2.1%
Cc1onc(-c2ccccc2)c1CNS(=O)(=O)c1ccccc1 | -7.8 | -4.8%
CC(=O)c1n[nH]nc1NC(=O)c1ccccc1 | 11.6 | 3.8%
COc1cccc(C(O)c2cnc(C(C)C)n2C)c1OC (stereo not drawn) | 10.6 | 0.1%
CCOC(=O)c1ccccc1NC(=O)c1cccc([N+](=O)[O-])c1 | 3.7 | 0.9%
COc1ccc(CCNC(=O)CCCn2c(=O)[nH]c3cc(OC)c(OC)cc3c2=O)cc1OC | . | 2.2%
O=C1[C@@H]2[C@@H]3C[C@@H]([C@H]4ON=C(c5ccc(Cl)cc5Cl)[C@@H]34)[C@@H]2C(=O)N1C1CCCCC1 | -10.6 | -4.4%
COc1ccc(Cc2noc(-c3ccccc3)n2)cc1OC | 6.2 | -2.1%
Cc1csc(SCC(=O)NC(=O)C2CCCCC2)n1 | 0.2 | -2.4%
Cc1ccc(N2N=C(c3ccc(Br)cc3)CCC2=O)cc1 | -22.6 | -4.3%
Cc1ccc(CNC(=O)CS(=O)CC(=O)O)cc1 (stereo not drawn) | 3.0 | -0.3%
O=C(NC1CCCCCCC1)c1ccc2c(c1)N(Cc1ccc(F)cc1)C(=O)CS2=O (stereo not drawn) | 0.5 | -3.8%
Cc1ccc(S(=O)(=O)CCc2nnc(NC(=O)c3ccco3)s2)cc1 | 3.0 | 1.1%
C#CCCCc1nc2ccccc2c(=O)n1N | 8.9 | 0.2%

An excerpt of these results, with values under each structure.
Every second line gives: Mtb RmlCD inh	GlmU inhibition
> Cc1ccc(-c2nnc(SCC(=O)NC3CC3)n2N)cc1
    .	10.8%
> Clc1ccc(Cn2nc(-c3ccccc3)nc2-c2ccccc2)cc1
    1.9	7.1%
> COc1ccc(N2CC(C(=O)NCc3cccnc3)CC2=O)cc1 (stereo not drawn)
    -8.2	-1.1%
> Cc1ccc(-c2nc(C)sc2CC(=O)O)cc1
    .	-3.1%
> COc1ccc(-c2csc(C3=C(O)CN(CCCN4CCCC4=O)C3=N)n2)cc1OC
    .	0.9%
> CN(c1ccc(C(=O)Nc2ccccc2C(=O)N2CCOCC2)cc1)S(C)(=O)=O
    .	-7.2%
> CCCN1CCN(C(=O)c2cc3c(s2)-c2ccccc2S(=O)(=O)C3)CC1
    8.3	6.4%
> Cc1ccc(O)c(C(=O)CC(=O)c2ccccc2Cl)c1
    -6.4	-6.2%
> O=C(CSc1nc2[nH]ncc2c(=O)[nH]1)c1ccc(Cl)cc1
    -5.8	2.1%
> Cc1onc(-c2ccccc2)c1CNS(=O)(=O)c1ccccc1
    -7.8	-4.8%
> CC(=O)c1n[nH]nc1NC(=O)c1ccccc1
    11.6	3.8%
> COc1cccc(C(O)c2cnc(C(C)C)n2C)c1OC (stereo not drawn)
    10.6	0.1%
> CCOC(=O)c1ccccc1NC(=O)c1cccc([N+](=O)[O-])c1
    3.7	0.9%
> COc1ccc(CCNC(=O)CCCn2c(=O)[nH]c3cc(OC)c(OC)cc3c2=O)cc1OC
    .	2.2%
> O=C1[C@@H]2[C@@H]3C[C@@H]([C@H]4ON=C(c5ccc(Cl)cc5Cl)[C@@H]34)[C@@H]2C(=O)N1C1CCCCC1
    -10.6	-4.4%
> COc1ccc(Cc2noc(-c3ccccc3)n2)cc1OC
    6.2	-2.1%
> Cc1csc(SCC(=O)NC(=O)C2CCCCC2)n1
    0.2	-2.4%
> Cc1ccc(N2N=C(c3ccc(Br)cc3)CCC2=O)cc1
    -22.6	-4.3%
> Cc1ccc(CNC(=O)CS(=O)CC(=O)O)cc1 (stereo not drawn)
    3.0	-0.3%

The listing continues.
canonical_smiles | Mtb RmlCD inh | GlmU inhibition
CC(C)C(C)NC(=O)COc1ccc(OCc2ccccc2)cc1 (stereo not drawn) | 8.6 | 1.4%
CCOC(=O)N1CCN(Cc2nc(Cc3cccc(C(F)(F)F)c3)no2)CC1 | . | -3.9%
CCS(=O)(=O)c1nc2ccccc2n1Cc1ccccn1 | 9.6 | -2.6%
CC(=O)c1ccc(NC(=S)NC(C)c2ccc(Cl)cc2Cl)cc1 (stereo not drawn) | 5.5 | 5.2%
O=c1cc(-c2ccc([N+](=O)[O-])cc2)nc2cc(-c3ccc(Cl)cc3)[nH]n12 | 21.2 | -0.7%
CC(C)Sc1nc2ccc(N3C(=O)C4CCCCC4C3=O)cc2s1 (stereo not drawn) | 16.7 | -7.5%
CNC(=S)NCCc1ccc(OC)cc1 | -0.9 | -1.1%
CNC(=O)CN(c1cc(C)ccc1OC)S(=O)(=O)c1ccc(C)cc1 | -8.9 | 5.1%
O=C(NCc1ccccc1)NC(O)C(Cl)(Cl)Cl (stereo not drawn) | 12.8 | 5.6%
CCCC/C(O)=N\S(=O)(=O)c1ccc(N=NN(C)C)cc1 | . | 8.0%
CC1CCN(C(=O)CSc2nc(N)cc(N)n2)CC1 | 2.5 | 7.1%
O=C(CN1CCCCCC1)NCCN1C(=O)S/C(=C\c2ccccc2Cl)C1=O | 2.5 | -6.6%
Cc1ccc2[nH]c3c(c2c1)CCc1cn[nH]c1-3 | 6.9 | .
O=C(CSc1nnc(COc2ccc(Cl)cc2)o1)OC1CCCCC1 | . | 1.0%
Cc1ccc(OCCOCCNC(C)C)c(Br)c1 | 8.7 | -4.0%
COc1ccc(CN(C)CC(=O)NC(=O)NCc2ccccc2)c(OC)c1 | 9.5 | -7.7%
O=C1CC(c2ccco2)Sc2nc3ccccc3n21 (stereo not drawn) | . | 1.4%
COc1ccc(-n2nc([N+](=O)[O-])c(=NCCc3cccc(C)c3)n2O)cc1 | -4.8 | -4.4%
Cc1cccc(NC(=O)CSc2nnc(CCNC(=O)OC(C)(C)C)o2)c1C | -3.3 | 1.7%
CCCn1nnc(NC(=O)c2ccc(-c3ccccc3)cc2)n1 | 10.1 | 6.8%
CCC1CCCCN1CCCNC(=O)Cn1nc(-c2ccccc2)ccc1=O (stereo not drawn) | -2.5 | -5.6%
O=C(O)CSc1c2c(nc3cc(C(=O)N4CCCC4)ccc13)CCCC2 | -10.5 | 3.0%
Cc1cc(-c2nc3cccnc3s2)ccc1NS(=O)(=O)c1cccs1 | . | -3.1%
CCNc1nc(-c2ccc(Cl)cc2)cs1 | -11.7 | -0.2%
CCc1n[nH]c2c1/C(=N/O)CCC2 | . | 1.3%
S=C(Nc1ccccc1)N1CCC(C2CCN(C(=S)Nc3ccccc3)CC2)CC1 | -9.8 | -3.8%
O=C(CN1C(=O)NC2(CCCC2)C1=O)Nc1ccccc1-c1ccccc1 | . | 3.0%
CCCCn1cnc2c(cnn2-c2ccc(F)cc2)c1=O | -3.8 | -0.8%
CCOc1ccc(-n2c(SCc3ccc(C#N)cc3)nnc2-c2cccnc2)cc1 | -3.4 | 0.6%
Cc1nnc(SCC(=O)Nc2ncc(Cl)cc2Cl)n1Cc1ccccc1 | . | -2.9%
COc1ccc(Cc2noc(CN(C)C3CC(C)(C)NC(C)(C)C3)n2)cc1OC | . | 1.6%
N#C/C(=C\c1cccs1)C(=O)NCc1ccco1 | . | 1.1%
COc1c(C)cc(C(=O)C2CCCN(S(=O)(=O)c3c(C)noc3C)C2)cc1C (stereo not drawn) | 13.9 | -3.3%
CN(C)C=Nc1ccc(Cl)c(Cl)c1 | 9.9 | 8.2%
CCc1cccc(C)c1NC(=O)c1cccc(N(C)C)c1 | . | -3.6%
CCN(CC)c1ccc(C2NCC(c3ccc([N+](=O)[O-])cc3)O2)cc1 (stereo not drawn) | . | 3.5%
CCOC(=O)N1CCC(NC(=O)C(Cc2ccccc2)NC(=O)C2CCCCC2)CC1 (stereo not drawn) | 83.6 | 1.1%
CC(=O)c1c(C)[nH]c(C(=O)NCc2ccc(C)cc2)c1C | . | 3.5%
O=C(COC(=O)CNS(=O)(=O)c1c(Cl)cccc1Cl)Nc1cccnc1Cl | -8.8 | -2.3%
Cc1c(C(=O)c2ccccc2)c2ccccn2c1CCc1ccccn1 | -6.4 | -2.6%
COC(=O)[C@H](CC(C)C)NC(=O)NCCC1=CCCCC1 | 2.4 | 2.5%
COc1ccccc1NC(=O)C(=O)N(c1cccnc1)C(C(=O)NC(C)(C)C)c1ccccc1F (stereo not drawn) | -1.9 | 3.3%
CC(=O)c1sc(-c2ccc(F)cc2)cc1NS(=O)(=O)c1ccc(C)cc1 | -8.3 | 2.5%
COc1ccc(CCNC(=O)c2c(C)noc2C)cc1 | -5.9 | -5.7%
COc1ccc2[nH]c(=O)c(CN(C(=O)c3cccnc3)c3ccc(C)cc3C)cc2c1 | -1.4 | 8.7%
Cc1ccc(-n2nc3ccc(NC(=O)c4ccc5c(c4)OCO5)cc3n2)cc1 | -6.0 | -9.2%
O=C(NCC(=O)N1CCN(S(=O)(=O)/C=C/c2ccccc2)CC1)c1ccccc1F | -4.5 | -4.8%
O=C(OCC(O)C(O)COC(=O)c1ccccc1)c1ccccc1 (stereo not drawn) | -9.3 | 6.5%
C[C@@H]1C2C[C@@]34COC(=O)C3=CC=C[C@H]4[C@@]13C[C@H](c1ccoc1)O[C@@H]3O2 | . | 2.3%
CCCCOC(=O)/C=C\C(=O)NC(N)=O | . | 2.7%
CCC(=O)Nc1cc2c(C)cc(=O)oc2cc1C | 1.9 | -2.0%
O=C(NCc1ccco1)C(C(=O)c1ccc(F)cc1)n1ccccc1=O (stereo not drawn) | 1.3 | -2.0%
CCN(CC)C(=O)CSc1nnc(CCN)o1 | 10.6 | -0.9%
COc1ccc(N2CCN(CC(=O)NC(=O)NCc3ccco3)CC2)cc1 | -7.6 | -3.3%
Cc1c(Cl)cccc1NC(=S)Nc1ccc2[nH]c(=O)[nH]c2c1 | . | 1.6%
Cc1nn(C)c(C)c1/C=C/C(=O)O | 5.2 | -1.4%
O=C(COc1ccc(Cl)cc1Cl)NCC(=O)N/N=C/c1c[nH]c2ccccc12 | -1.7 | -0.6%
O=C1CC(N2CCN(c3ccc(S(=O)(=O)N4CCCC4)cc3)CC2)C(=O)N1c1ccc(F)cc1 (stereo not drawn) | -2.7 | -4.0%
Fc1cccc(NC(=S)NCc2ccccc2Cl)c1 | . | 2.0%
Cc1ccc(/C=C/C(=O)O)cc1S(=O)(=O)NCCCO | 4.7 | -0.1%

Next part.
canonical_smiles | Mtb RmlCD inh | GlmU inhibition
COc1ccc(-n2cc(CN3CCC(OC)CC3)c(-c3cccc(F)c3)n2)cc1 | -2.2 | 3.1%
CCOc1ccccc1C1CC(=O)NC2=C1C(=O)CC(C)(C)C2 (stereo not drawn) | 8.5 | 2.7%
CCN(CC)CCOC(=O)c1cccc(OC)c1 | -5.3 | -5.3%
Cc1cc2cc(CN(CC3CCCO3)C(=S)NCc3ccco3)c(=O)[nH]c2cc1C (stereo not drawn) | 4.3 | 2.0%
Clc1ccc(/C=N/NC2=Nc3cccc4cccc2c34)cc1 | 35.1 | 0.6%
COc1cccc2cc(C(=O)OCC(=O)NCc3ccc4c(c3)OCO4)c(=O)oc12 | -4.7 | -1.1%
O=C(Nc1ccc(F)cc1)c1ccc2nsnc2c1 | . | -5.8%
O=c1c2ccccc2oc2ncccc12 | . | 3.8%
O=C(Nc1ccc(F)cc1F)c1cncc(Br)c1 | -7.8 | -3.7%
Clc1c(CSc2nc3ccccc3o2)nc2ccccn12 | 7.2 | 8.3%
